# PAD4 FP inh = blocks human protein arginine deiminase 4; Q9UM07; recombinant PAD4, RCA probe fluorescence polarization; inhibition, % at 6.36 µM; 330,000 compounds, 0.41% hits; AID 485272;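 active means percent inhibition above a cutoff equal to the mean of all tested compounds plus 3 SD, cut at about 15% in these data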;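 further: 0% = PAD4 with RCA probe and DMSO and 100% = probe without PAD4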
# LYPLA1 inh = counter-screen for PME1 inhibitors: inhibitors of human LYPLA1; inhibition, % at 5.9 µM; 320,000 compounds, 0.16% hits; O75608; recombinant LYPLA1, FP-Rh probe fluorescence polarization;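 active means inhibition above the mean of all tested compounds plus 3 SD, set per campaign, cut at about 14% in these data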;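 further: inhibitors block serine hydrolase probe labeling of LYPLA1 so polarization falls; 0% = enzyme with DMSO and 100% = wells lacking LYPLA1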
# PME-1 primary = PME-1 (human) inhibition | AID 2130 | Q9Y570 | recombinant PME-1, FP-Rh probe fluorescence polarization | 320,000 compounds, 0.53% hits | inhibition, % at 5.9 µM;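 active means inhibition above the campaign mean of all compounds plus 3 SD, cut at about 26% in these data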;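 further: competitive labeling of PME-1 active site by serine hydrolase directed probe; 0% = PME-1 with DMSO and 100% = wells lacking PME-1 enzyme; inhibitors block probe labeling so polarization falls and inhibition rises; many of its hits are not listed in these tables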
# pPAFAH inh = inhibitors of human plasma PAF acetylhydrolase (pPAFAH) | 330,000 compounds, 1.5% hits | inhibition, % at 3.39 µM | recombinant pPAFAH, FP-rhodamine probe fluorescence polarization;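 active means inhibition above the mean inhibition across the screen plus 3 SD, cut at about 25% in these data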;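 further: inhibitors block binding of the rhodamine activity-based probe so polarization drops; 0% = enzyme with DMSO and 100% = wells lacking pPAFAH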
# PAFAH1B3 FP inh = inhibitors of human PAFAH1B3 | AID 492972 | 340,000 compounds, 0.28% hits | Q15102 | recombinant PAFAH1B3, FP-rhodamine probe, fluorescence polarization | inhibition, % at 3.39 µM;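 active means inhibition above the screen-wide average of all tested compounds plus 3 SD, cut at about 25% in these data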;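 further: 0% = enzyme with DMSO only and 100% = wells lacking PAFAH1B3 protein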
# Target sequence (Q15102 whole entry, looked up): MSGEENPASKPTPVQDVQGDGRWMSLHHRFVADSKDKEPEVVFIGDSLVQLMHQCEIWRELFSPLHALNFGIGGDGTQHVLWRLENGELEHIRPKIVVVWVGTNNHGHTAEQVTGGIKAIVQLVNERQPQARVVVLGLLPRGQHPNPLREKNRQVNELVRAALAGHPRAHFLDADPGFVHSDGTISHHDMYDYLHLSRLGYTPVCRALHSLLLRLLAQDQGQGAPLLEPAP
# PREPL inhibitor = inhibits the human prolyl oligopeptidase-like enzyme. inhibition, % at 5.96 µM. Q4J6C6. 320,000 compounds, 0.68% hits. AID 2751. recombinant PREPL, fluorescence polarization activity-based probe; in the data active means inhibition above about 43%;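 further: 0% = enzyme with DMSO and 100% = wells lacking enzyme; many of its hits are not listed in these tables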
# GSTO1 inh = counter-screen for RBBP9 inhibitors: inhibitors of human GSTO1; 300,000 compounds, 1.1% hits; recombinant GSTO1, activity-based probe fluorescence polarization; inhibition, % at 5.96 µM; P78417;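 active means inhibition above the campaign mean inhibition plus 3 SD, cut at about 35% in these data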;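 further: 0% = GSTO1-1 with DMSO and 100% = wells lacking GSTO1-1 enzyme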
# LYPLA2 inh = counter-screen for PME1 inhibitors: inhibitors of human LYPLA2. AID 2177. inhibition, % at 5.9 µM. recombinant LYPLA2, FP-Rh probe fluorescence polarization. 320,000 compounds, 0.38% hits;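 active means inhibition above the screen-wide mean plus 3 SD, limit set per campaign, cut at about 26% in these data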;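 further: 0% = LYPLA2 with DMSO and 100% = wells lacking LYPLA2 enzyme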
# Target sequence (O95372 whole entry, looked up): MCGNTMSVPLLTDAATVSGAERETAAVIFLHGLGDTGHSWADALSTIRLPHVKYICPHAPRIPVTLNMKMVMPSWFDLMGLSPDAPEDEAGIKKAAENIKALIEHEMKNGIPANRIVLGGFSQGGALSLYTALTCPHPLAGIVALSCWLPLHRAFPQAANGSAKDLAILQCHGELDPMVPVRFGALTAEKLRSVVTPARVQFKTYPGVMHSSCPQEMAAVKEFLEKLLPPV
# PAFAH1B2 inh = inhibitors of human PAFAH1B2. P68402. recombinant PAFAH1B2, FP-rhodamine activity probe, fluorescence polarization. inhibition, % at 3.39 µM. 340,000 compounds, 1.2% hits. AID 492953;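 active means inhibition above the mean of all tested compounds plus 3 SD, cut at about 24% in these data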;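 further: 0% = enzyme with DMSO and 100% = wells lacking PAFAH1B2; many of its hits are not listed in these tables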
# An asterisk follows results filed as active; . = no result given. Not all compounds are listed; count on the stated rates, not on these rows.
SMILES,PAD4 FP inh,LYPLA1 inh,PME-1 primary,pPAFAH inh,PAFAH1B3 FP inh,PREPL inhibitor,GSTO1 inh,LYPLA2 inh,PAFAH1B2 inh
O=C(CCCCn1c(=O)c2ccccc2n(CC(=O)NC2CCCC2)c1=O)NCc1ccco1,-6,-3,-3,1,3,3,3,-2,1
COc1ccccc1NS(=O)(=O)c1cccc(C(=O)N/N=C(\C)c2ccc(-n3ccnc3)cc2)c1,2,-1,6,-2,8,2,-1,0,0
Cc1ccc(C)c(N2CCN(S(=O)(=O)c3c(C)[nH]c(C)c3C(=O)N3CCCC3)CC2)c1,-5,4,3,3,5,15,-1,2,1
COCCn1nnnc1C(c1ccc(OC)c(OC)c1)N1CCN(C(=O)c2ccco2)CC1 (configuration not stated),5,-3,4,5,-9,0,4,7,3
O=C(Nc1cccc(Cl)c1)c1ccc(F)c(S(=O)(=O)NCc2cccs2)c1,-3,-18,-20,12,-4,-22,-17,-18,24
COc1cccc(C(O)c2cnc(C(C)C)n2C)c1OC (configuration not stated),-2,-2,0,-5,5,14,4,-3,0
COc1ccc(CNC(=O)COC(=O)[C@H](Cc2c[nH]c3ccccc23)NC(=O)c2cccs2)cc1,3,-10,-3,12,-4,23,2,-3,0
C=CCN1C(=O)C(CC(=O)O)SC1=Nc1ccc(C)cc1 (configuration not stated),-2,-4,-5,4,9,2,-7,-3,5
O=C(Nc1cccc(C(F)(F)F)c1)c1cncs1,-2,3,-2,9,7,-10,-6,7,4
CSc1nc(-c2ccc(Cl)cc2)nn1C(=O)c1ccco1,0,0,-3,5,3,-1,5,-1,2
CC1CCC2(CC1)SCC(=O)N2c1ccc(F)cc1 (configuration not stated),7,1,6,3,-2,16,11,5,25*
CCCCC(=O)Nc1cccc(NC(=O)C(C)C)c1,-2,1,-1,-1,7,2,-7,3,4

# With a hit mark in PAFAH1B2 inh (from the list above):
Compound | PAD4 FP inh | PME-1 primary | pPAFAH inh | PAFAH1B3 FP inh | PREPL inhibitor | PAFAH1B2 inh
CC1CCC2(CC1)SCC(=O)N2c1ccc(F)cc1 (configuration not stated) | 7 | 6 | 3 | -2 | 16 | 25*

# The main list resumes; the three compounds before the break are reprinted first.
SMILES,PAD4 FP inh,LYPLA1 inh,PME-1 primary,pPAFAH inh,PAFAH1B3 FP inh,PREPL inhibitor,GSTO1 inh,LYPLA2 inh,PAFAH1B2 inh
CSc1nc(-c2ccc(Cl)cc2)nn1C(=O)c1ccco1,0,0,-3,5,3,-1,5,-1,2
CC1CCC2(CC1)SCC(=O)N2c1ccc(F)cc1 (configuration not stated),7,1,6,3,-2,16,11,5,25*
CCCCC(=O)Nc1cccc(NC(=O)C(C)C)c1,-2,1,-1,-1,7,2,-7,3,4
Cc1noc(C)c1C(=O)N1CCc2ccccc21,-2,0,-1,3,2,4,10,1,3
COc1ccc(NC(=O)Nc2cccnc2)c(OC)c1,2,-1,-10,-3,-2,9,11,5,2
O=C(NCc1ccccc1CN1CCCCC1)c1ccccc1N1CCCC1=O,1,-1,2,2,12,-52,.,1,4
Cc1cc(Br)ccc1N=C1C(=O)Nc2ccccc21,-3,4,-5,3,0,0,2,4,4
C[S+](CC[C@H](N)C(=O)O)C[C@H]1O[C@@H](n2cnc3c(N)ncnc32)[C@H](O)[C@@H]1O (some centres not stated),-5,-1,1,2,7,7,5,9,2
CC(C)C(=O)NNS(=O)(=O)c1ccccc1[N+](=O)[O-],1,1,-3,2,4,15,9,5,5
COc1ccc(S(=O)(=O)N2CCOCC2)cc1NC(=O)c1ccc(Cl)cc1,5,1,-1,2,1,-10,4,5,3
O=S(=O)(c1cccc2cccnc12)N1CCN(Cc2ccc3c(c2)OCO3)CC1,-8,1,12,-3,4,37,6,3,-4
Cc1ccc(NC(=O)NN(C)c2c(Cl)c(Cl)nn2C)cc1,1,3,3,3,-8,8,9,3,2
COc1cc(-c2nnc(SCC(=O)Nc3ccc4c(c3)OCCO4)o2)cc(OC)c1OC,6,1,0,1,-2,-3,4,7,4
COC(=O)CNC(c1ccccc1Cl)c1cc(Br)ccc1NS(=O)(=O)c1ccc(C)cc1 (configuration not stated),1,-6,0,-2,-3,4,-5,-6,3
CCn1c(=NC(=O)CN2C(=O)CCC2=O)sc2c(OC)ccc(OC)c21,1,-3,-3,-1,6,-4,6,-1,3
COc1ccc(CCN2CC(C(=O)NCCN3CCNC3=O)CCC2=O)cc1 (configuration not stated),-2,3,-2,3,5,14,7,9,9
COc1ccc(-c2n[nH]c(=S)n2CC(C)C)cc1,-3,1,3,0,-3,-3,1,2,4

# One compound at a time, from the list above. Values in the order: PAD4 FP inh	LYPLA1 inh	PME-1 primary	pPAFAH inh	PAFAH1B3 FP inh	PREPL inhibitor	GSTO1 inh	LYPLA2 inh	PAFAH1B2 inh
# Listed for CC(C)C(=O)NNS(=O)(=O)c1ccccc1[N+](=O)[O-] = 1	1	-3	2	4	15	9	5	5
# Listed for Cc1cc(Br)ccc1N=C1C(=O)Nc2ccccc21 = -3	4	-5	3	0	0	2	4	4
# Listed for COc1ccc(S(=O)(=O)N2CCOCC2)cc1NC(=O)c1ccc(Cl)cc1 = 5	1	-1	2	1	-10	4	5	3
# Listed for CCn1c(=NC(=O)CN2C(=O)CCC2=O)sc2c(OC)ccc(OC)c21 = 1	-3	-3	-1	6	-4	6	-1	3
# Listed for C[S+](CC[C@H](N)C(=O)O)C[C@H]1O[C@@H](n2cnc3c(N)ncnc32)[C@H](O)[C@@H]1O (some centres not stated) = -5	-1	1	2	7	7	5	9	2

# Screens deposited in PubChem BioAssay by The Scripps Research Institute Molecular Screening Center.
